AMA1 RON2 block = qHTS for Inhibitors of AMA1-RON; Towards Development of Antimalarial Drug Lead: Primary Screen | Plasmodium falciparum AMA1 (3D7) - RON2 peptide interaction | Potency, µM (top dose mostly 58.2 µM), for inactives: at the highest dose activity change, negative = inhibition, usual class: inhibitors | hit rate 0.2% among 360,000 | AlphaScreen AMA1-biotinylated RON2 peptide binding | AID 720542, 2013;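 note: potency is the fitted concentration of half-maximal effect; 0% = vehicle wells and -100% = peptide control; nearly all actives have a fitted effect of over 45% in size; some results filed as inactive show a strong effect at the top dose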
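AMA1 (3D7) with his tag at 25 nM final met compounds first, then biotinylated RON2 peptide at 25 nM; detection used donor plus acceptor beads, 10 µg/mL apiece, read by AlphaScreen after 30 min at room temperature.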
LmPK inh = qHTS Assay for Inhibitors of Leishmania Mexicana Pyruvate Kinase (LmPK). AID 1721, 2009. Potency, µM (doses to about 57.5 µM), without a hit: at the highest dose activity change, negative = inhibition, actives largely listed as inhibitors. purified LmPK, Kinase-Glo ATP luminescence, 1 h. Q27686. hit rate 0.37% among 290,000; note: potency is the fitted concentration of half-maximal effect
Target sequence (Q27686 whole entry, looked up): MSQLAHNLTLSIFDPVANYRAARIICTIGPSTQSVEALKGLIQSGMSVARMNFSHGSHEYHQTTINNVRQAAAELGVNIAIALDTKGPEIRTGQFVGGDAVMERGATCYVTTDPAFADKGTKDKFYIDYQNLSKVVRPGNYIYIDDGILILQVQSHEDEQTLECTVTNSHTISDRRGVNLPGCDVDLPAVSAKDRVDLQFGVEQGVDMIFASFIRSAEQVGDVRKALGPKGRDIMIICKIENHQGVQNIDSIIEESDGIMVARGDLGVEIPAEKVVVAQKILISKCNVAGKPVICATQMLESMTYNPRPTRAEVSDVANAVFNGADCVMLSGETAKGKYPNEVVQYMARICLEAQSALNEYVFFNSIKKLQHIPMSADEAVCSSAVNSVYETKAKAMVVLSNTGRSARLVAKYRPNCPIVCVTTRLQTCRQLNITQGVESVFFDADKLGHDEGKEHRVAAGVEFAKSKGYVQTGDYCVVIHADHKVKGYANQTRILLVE
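Kinase-Glo luminescence read after 1 h RT reaction of 0.1 nM LmPK with 0.5 mM PEP and 0.1 mM ADP. Activity scaled between uninhibited and enzyme-free controls.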
HCV inhibitor = qHTS Assay for Inhibitors of Hepatitis C Virus (HCV); Huh7.5.1 HCVcc-Cre infection, luciferase reporter, 44 h; Potency, µM (doses to about 41.8 µM), for the others: at the top dose activity change, negative = inhibition, hits mostly inhibitors; hit rate 3.4% among 340,000; AID 651820, 2012; note: potency is the fitted concentration of half-maximal effect
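Cells seeded at 1,000/well and cultured 4 h, then compounds added followed by HCVcc-Cre virus (~0.5 moi). After 44 h further culture, luciferase substrate was added, plates held 15 min at room temperature, and luminescence read for 15 sec.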
AmpC detergent = qHTS Inhibitors of AmpC Beta-Lactamase (assay with detergent); AmpC hydrolysis of nitrocefin, absorbance 480 nm, 0.01% Triton; P00811; hit rate 0.041% among 370,000; Potency, µM (series often up to 114 µM), for inactives: at the highest dose activity change, negative = inhibition, most hits filed as inhibitors;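 note: potency is the fitted concentration of half-maximal effect; 0% = no-compound wells and -100% = no-enzyme wells; nearly all actives have a fitted effect of over 25% in size; some results filed as inactive show a strong effect at the top dose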
Target sequence (P00811 whole entry, looked up): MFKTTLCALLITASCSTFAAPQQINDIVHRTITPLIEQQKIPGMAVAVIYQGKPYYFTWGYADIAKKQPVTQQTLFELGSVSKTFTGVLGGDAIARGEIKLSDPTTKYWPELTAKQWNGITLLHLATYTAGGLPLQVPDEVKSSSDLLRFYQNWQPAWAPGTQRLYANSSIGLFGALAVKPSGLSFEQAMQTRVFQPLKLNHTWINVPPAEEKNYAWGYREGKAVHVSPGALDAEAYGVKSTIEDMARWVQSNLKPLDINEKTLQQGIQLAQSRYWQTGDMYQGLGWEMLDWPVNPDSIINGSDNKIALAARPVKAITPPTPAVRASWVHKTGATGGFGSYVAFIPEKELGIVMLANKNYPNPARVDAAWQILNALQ
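AmpC (5.3 nM in the dispensed reagent) in 20 mM phosphate pH 7.0 with 0.01% (detergent screen) or 0.0001% Triton X-100 was preincubated with compounds for 15 min at room temperature. Nitrocefin was then added from an 800 uM solution, and hydrolysis was followed at 480 nm.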
Tb PYK inh = qHTS of Trypanosoma Brucei Inhibitors; Potency, µM (titrated, usually from 76.8 µM), for the others: at the highest dose activity, negative = inhibition, usual class: inhibitors; hit rate 0.12% among 410,000; TbPYK enzyme, Kinase-Glo Plus ATP luminescence, 45 min; note: potency is the fitted concentration of half-maximal effect; nearly all actives have a fitted effect of over 50% in size
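Enzyme and substrate buffer are dispensed first and compound is pin-transferred. ADP at 130 uM final then starts the reaction, which runs 45 min at room temperature. Detection reagent is added for 10 min before luminescence is imaged.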
AmpC no deterg = qHTS Inhibitors of AmpC Beta-Lactamase (assay without detergent); P00811; AmpC nitrocefin hydrolysis, absorbance 480 nm, 0.0001% Triton; Potency, µM (highest dose often 57.1 µM), without a hit: at the highest dose activity change, negative = inhibition, actives largely listed as inhibitors; hit rate 0.52% among 330,000; AID 485341, 2010;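 note: potency is the fitted concentration of half-maximal effect; plate controls were no compound for no effect and no enzyme for full effect; nearly all actives have a fitted effect of over 20% in size; some results filed as inactive show a strong effect at the top dose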
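AmpC (5.3 nM in the dispensed reagent) in 20 mM phosphate pH 7.0 with 0.01% (detergent screen) or 0.0001% Triton X-100 was preincubated with compounds for 15 min at room temperature. Nitrocefin was then added from an 800 uM solution, and hydrolysis was followed at 480 nm.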
HCMV antiviral = qHTS Assay for inhibitors of the human cytomegalovirus (HCMV). HFF cells, HCMV-luciferase reporter, 72 h; stronger effect = lower value. AID 1259415, 2018. hit rate 4.5% among 410,000. activity change, negative = inhibition, % at 57.5 µM; in the data active = activity change below about -60%; inconclusive = no clear call, values can overlap the other calls; inactive = above about -39%
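HFF cells seeded 16 h at 37C, treated with compounds, infected with luciferase-reporter HCMV at MOI 1 PFU/cell; luciferase read at 72 h post infection, normalized to buffer-only and Salinomycin controls.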
Numbers without * were called inactive; ? = inconclusive; . = not tested or not shown; [ ] = dose if it differs, or a comment. Unless noted, calls come from the whole dose curve; as a rule, active = well fitted curve in the direction sought with a large enough effect; inconclusive = small, poorly fitted or top-dose-only effect, or another doubt; inactive = no such curve, though single readings can be large; an effect the other way counts as inactive or inconclusive. Unless noted, % is set by controls: 0 for no effect and ±100 for the full control effect.

Assay codes: A = AMA1 RON2 block; B = LmPK inh; C = HCV inhibitor; D = AmpC detergent; E = Tb PYK inh; F = AmpC no deterg; G = HCMV antiviral
COc1ccc(N2CCN(c3ccc(S(=O)(=O)N(C(C)C)C(C)C)cn3)CC2)cc1
  A: -15% | B: -1% | C: -10% | D: -9% | E: -1% | F: 0% | G: 16

Cc1ccc(S(=O)(=O)NCCC(=O)OCC(=O)Nc2cccc(S(=O)(=O)NC3=NCCCCC3)c2)cc1
  A: 7% | B: 1%[11.5 µM] | C: 12% | D: 3% | E: -17% | F: -5% | G: 26

O=C1c2ccccc2NC(c2ccc(Cl)cc2Cl)N1Cc1ccccc1 (stereo not drawn)
  A: 1% | B: -16% | C: ? | D: 4% | E: -2% | F: -27% | G: 5

Cc1cc(OC(=O)c2ccco2)c2c3c(c(=O)oc2c1)CCC3
  A: -7% | B: 5% | C: -2% | D: -12% | E: 1% | F: -17% | G: -6

COC(=O)c1cnn2c1C(=O)N(Cc1cccs1)CC2
  A: 2% | B: 9% | C: 10% | D: ? | E: 1% | F: -8% | G: -28

Cc1ccc(CSc2nnc([C@@H]3CCCN3)o2)cc1
  A: -5% | B: 0% | C: 0% | D: -2% | E: . | F: -9% | G: -17

Nc1nncn1C(=O)c1c(Cl)cccc1Cl
  A: 10% | B: 1% | C: 21% | D: -3% | E: -19% | F: -23% | G: -8

N#Cc1ccc(C(c2nnnn2Cc2ccccc2)N2CCCC2)cc1 (stereo not drawn)
  A: 15% | B: 1% | C: 20% | D: ? | E: -4% | F: -17% | G: 1

C=C(C)CN(CC)C(=O)c1ccc(OC2CCN(S(=O)(=O)N(C)C)CC2)cc1
  A: -6% | B: 4% | C: -28% | D: -9% | E: -7% | F: 109%[activator] | G: -1

COc1ccc(CC(=O)NNC(=O)Cc2ccc(OC)cc2)cc1
  A: . | B: 3% | C: . | D: -9% | E: . | F: -12% | G: .

Single records, as listed above. Values in the order: AMA1 RON2 block	LmPK inh	HCV inhibitor	AmpC detergent	Tb PYK inh	AmpC no deterg	HCMV antiviral
`N#Cc1ccc(C(c2nnnn2Cc2ccccc2)N2CCCC2)cc1` (stereo not drawn) as listed: 15%	1%	20%	?	-4%	-17%	1
`Cc1cc(OC(=O)c2ccco2)c2c3c(c(=O)oc2c1)CCC3` as listed: -7%	5%	-2%	-12%	1%	-17%	-6
`COC(=O)c1cnn2c1C(=O)N(Cc1cccs1)CC2` as listed: 2%	9%	10%	?	1%	-8%	-28
`C=C(C)CN(CC)C(=O)c1ccc(OC2CCN(S(=O)(=O)N(C)C)CC2)cc1` as listed: -6%	4%	-28%	-9%	-7%	109%[activator]	-1

The listing continues.
Assay codes: A = AMA1 RON2 block; B = LmPK inh; C = HCV inhibitor; D = AmpC detergent; E = Tb PYK inh; F = AmpC no deterg; G = HCMV antiviral
Cc1ccc(-c2nnc(NC(=O)c3ccco3)o2)c(C)c1
  A: 77%[activator] | B: . | C: 16% | D: 0% | E: -20% | F: -1% | G: 15

CCOc1cc2[nH]c(=S)n(CCCN3CCN(C)CC3)c(=O)c2cc1OCC
  A: 28% | B: . | C: 4% | D: . | E: -3% | F: . | G: 0

O=C(OCC(=O)c1ccccc1Cl)C1=NN(c2ccccc2)C(=O)CC1
  A: 10% | B: . | C: -5% | D: . | E: 0% | F: -19% | G: 13

CCOC(=O)C1C(c2ccc([N+](=O)[O-])cc2)C2C(=O)NN=C2CC1(C)O (stereo not drawn)
  A: -5% | B: -2% | C: 6% | D: 2% | E: -2% | F: -1% | G: 7

COC(=O)c1c(N)n(CCCN2CCOCC2)c2nc3ccccc3nc12
  A: 7% | B: -1% | C: 6% | D: -10% | E: -1% | F: -8% | G: -13

O=C(CNS(=O)(=O)c1cccc(Cl)c1)Nc1ccc(-c2nc3ccccc3s2)cc1
  A: -15% | B: -2% | C: -25% | D: ? | E: -4% | F: -30% | G: 103

COCCn1c(SCC(=O)Nc2cccc(OC)c2)nnc1-c1ccccc1
  A: 8% | B: 0% | C: -15% | D: 1% | E: 3% | F: -12% | G: -2

CC(C)c1oc(=O)cc2c1[C@@H](O)[C@H]1OC(=O)[C@@]3(C)C[C@@H](O)[C@@H](O)[C@@]2(C)C13 (stereo partly drawn)
  A: 1% | B: -5% | C: ? | D: ? | E: 0% | F: 5% | G: -98*

O=C(CSC1=Nc2ccccc2C2=NC(Cc3ccccc3)C(=O)N12)Nc1cccc(Cl)c1 (stereo not drawn)
  A: . | B: . | C: . | D: 14% | E: -2% | F: . | G: -72*

Cc1ccccc1OCCNC(=O)CSc1ccc(C(F)(F)F)cc1[N+](=O)[O-]
  A: -14% | B: 0% | C: -6% | D: ? | E: -5% | F: -8% | G: 21

CC(C)N(Cc1nc(-c2ccccc2)no1)C(=O)c1ccc([N+](=O)[O-])cc1
  A: -5% | B: 4% | C: 22µM* | D: -13% | E: -7% | F: 16%[2.29 µM] | G: 10

CCCOc1ccc2oc(=O)c3c(c2c1)CCCN3C(=O)CN1CCN(C(=O)c2ccco2)CC1
  A: . | B: 10% | C: -17% | D: -9% | E: . | F: 76%[activator] | G: .

Cn1cc(CN2CCC(n3nccc3NC(=O)c3ccccc3Cl)CC2)c2ccccc21
  A: -15% | B: 5% | C: -22% | D: -5% | E: 0% | F: 116%[activator] | G: -23

O=C(O)CSc1nnc(Cc2ccccc2)n1-c1ccccc1
  A: 0% | B: 10% | C: 21% | D: -9% | E: -28% | F: -17% | G: 48

COc1ccc(NC(=O)/C=C/C(=O)O)c([N+](=O)[O-])c1
  A: -9% | B: 1% | C: 6% | D: -2% | E: 5% | F: -1% | G: 24

CCc1ccc(C(C)NC(=O)C2CCCC2)cc1 (stereo not drawn)
  A: -1% | B: 0% | C: 20% | D: 1% | E: 4% | F: -1% | G: -13

CC(NC(=O)COC(=O)CN1C(=O)NC2(CCCC2)C1=O)c1ccc(F)cc1 (stereo not drawn)
  A: -13% | B: . | C: 4% | D: . | E: -7% | F: . | G: -29

Nc1nnc(SCC(=O)OCc2ccc(Cl)c(Cl)c2)s1
  A: -7% | B: 4% | C: 18% | D: -8% | E: 7% | F: -31% | G: -19

Cc1ccc(NC(=O)c2nc[nH]c2C(=O)N2CCOCC2)c(C(=O)c2ccccc2)c1
  A: 71%[activator] | B: 7% | C: -2% | D: 0% | E: -5% | F: 37% | G: -2

COc1ccc2[nH]c3c(=O)n4c(nc3c2c1)SCC4
  A: -5% | B: 2% | C: 11% | D: ? | E: -2% | F: -17% | G: -7

Taken from above:
`Cn1cc(CN2CCC(n3nccc3NC(=O)c3ccccc3Cl)CC2)c2ccccc21` in Tb PYK inh has 0%
`CC(C)N(Cc1nc(-c2ccccc2)no1)C(=O)c1ccc([N+](=O)[O-])cc1` in LmPK inh has 4%

Additional structures
Assay codes: A = AMA1 RON2 block; B = LmPK inh; C = HCV inhibitor; D = AmpC detergent; E = Tb PYK inh; F = AmpC no deterg; G = HCMV antiviral
O=c1cc(-c2ccccc2)[nH]c2cc(F)ccc12
  A: 12% | B: 0% | C: 12% | D: ? | E: 2% | F: -7% | G: -67*

COc1ccc(OC)c(-n2c(-c3cc(-c4ccccc4)n[nH]3)n[nH]c2=S)c1
  A: 18% | B: 10µM* | C: 4% | D: ? | E: ? | F: -34% | G: 17

CCN(C(=O)Cn1c(SCc2ccccc2F)nc2cccnc21)c1ccccc1
  A: . | B: . | C: . | D: -6% | E: 3% | F: . | G: -25

Cc1ccc(CNC(=O)Cn2c(=O)cc(-c3ccccc3)c3c(C)nn(C)c32)cc1
  A: . | B: . | C: . | D: -3% | E: 1% | F: . | G: 13

Cn1c(=O)c2cc(C(=O)NCCCN3CCN(c4ccc(F)cc4)CC3)sc2c2ccccc21
  A: . | B: . | C: . | D: 0% | E: 2% | F: . | G: 21

CCOc1ccc(-c2[nH]ncc2-c2ccc(Cl)cc2)c(O)c1
  A: 106%[activator] | B: 5% | C: -12% | D: -1% | E: 3% | F: -48% | G: -86*

Cc1ccc(C(=O)NCCc2ccccc2)cc1N1CCCC1=O
  A: 1% | B: -8% | C: 11% | D: -4% | E: 0% | F: 2% | G: .

COc1ccc(NC(=O)CN2CCN(C(C)=O)CC2)cc1S(=O)(=O)N1CCOCC1
  A: 18% | B: . | C: -22% | D: . | E: 2% | F: -13% | G: 9

CCCCC(c1nnnn1CCOC)N1CCN(CC)CC1 (stereo not drawn)
  A: -13% | B: -6% | C: ? | D: -8% | E: 0% | F: -9% | G: 14

COc1cccc2c1OCC(C(=O)NCc1ccc(Cl)cc1Cl)=C2
  A: ? | B: 3% | C: 17% | D: -5% | E: -1% | F: -57% | G: 10

The list continues.
Structure	AMA1 RON2 block	LmPK inh	HCV inhibitor	AmpC detergent	Tb PYK inh	AmpC no deterg	HCMV antiviral
Cc1ccc(C)c(NC(=O)Cn2nc(-c3ccccc3)nc2-c2ccccc2)c1	21%	1%	6%	-10%	1%	1%	-4
Cc1oc(-c2ccccc2F)nc1CN1CCC(C(=O)NCc2cccnc2)CC1	16%	7%	-14%	-13%	.	-8%	-13
COc1ccc(/C=N/Nc2cc(N3CCCC3)nc(N3CCCC3)n2)cc1	?	11%	7.1µM*	8%	2%	-3%	-76*
CCCCN1CC(C)(C)[C@H](CC(=O)Nc2ccc(Br)cc2)C1=O	6%	.	.	.	-9%	.	3
CCOc1ccc(-c2nn(-c3ccccc3)cc2/C=C2\SC(=S)N(C3CCS(=O)(=O)C3)C2=O)cc1 (stereo not drawn)	-4%	0%	?	?	0%	-37%	-1
Cc1cc(NS(=O)(=O)c2ccccc2)cc(Cl)c1O	-13%	0%	3%	-6%	-10%	-43%	26
CCOC(=O)c1c(NC(=O)Cn2cnc3scc(-c4ccc(C)cc4)c3c2=O)sc(C)c1C	?	-3%	?	-12%	-5%	-54%	13
CCCN1CCN(CCCNC(=O)Cn2nc(-c3ccc(C)cc3)ccc2=O)CC1	-9%	-9%	-7%	?	-9%	34%	-26
Cn1c(=O)c2c(nc(NCCO)n2CCc2ccccc2)n(C)c1=O	-10%	-6%	?	7%	-4%	-19%	?
COC(=O)C1=C(C(=O)OC)[C@@H]2N(C)c3ccc(OC)cc3[C@@]23C[C@@H](C(=O)OC)N(C(=O)NC2CCCCC2)C3=N1	9%	.	6%	.	1%	.	-26
CCCN1CCN(C(=S)Nc2ccc(SC(F)F)cc2)CC1	3%	5%	-7%	?	-8%	-9%[11.4 µM]	-26
Cc1cccc(C(=O)NNS(=O)(=O)c2ccccc2)c1O	35%[activator]	6%	20%	-4%	1%	-15%	-25

Screening results as filed in PubChem.
